Screens: PubChem BioAssay, National Center for Advancing Translational Sciences (NCATS)
CCT modulator = High-Throughput Screening for Modulators of Cytosolic Chaperonin Activity; activity change, % (test concentration not listed), hits read low; 360,000 compounds, 0.3% hits; purified chaperonin ATPase assay, HTRF ADP detection, 30 min; in the data active = activity change below about -30%; note: % is set by controls: 0 for no effect and ±100 for the full control effect
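TRiC (40 or 20 nM final, by batch activity) in 30 mM Tris pH 7.4, 100 mM KCl, 5 mM MgCl2, 1 mM DTT was treated with compound at 76 uM single dose, then 10 uM ATP, 30 min at 37 °C. ADP was read by HTRF Transcreener.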
A549 viability = Nrf2 qHTS screen for inhibitors: counterscreen for cytotoxicity; A549 ARE-Fluc cells, CellTiter-Fluor viability, 18-24 h; 390,000 compounds, 0.16% hits; Potency, µM (series often up to 46 µM), for inactives: at the top dose activity change, negative = cytotoxicity, actives largely listed as inhibitors; note: potency is the fitted concentration of half-maximal effect; % is set by controls: 0 for no effect and ±100 for the full control effect
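A549 ARE-Fluc cells in 5% FBS OPTI-MEM, 5000 cells/well, rested 2 h then exposed to compounds in concentration-response for 18-24 h at 37 °C. Viability by CellTiter-Fluor fluorescence (Ex 405/Em 525) after 30 min; luciferase luminescence (BugLite, 15 min, RT) read afterwards.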
EPAC2 antagonist = qHTS for Antagonist of cAMP-regulated guanine nucleotide exchange factor 2 (EPAC2): primary screen; Rap guanine nucleotide exchange factor 4 (Homo sapiens), Q8WZA2; EPAC2 GEF exchange of Rap1B-BODIPY-GDP, fluorescence; Potency, µM (series often up to 114 µM), without a hit: top-dose activity, negative = inhibition, actives largely listed as inhibitors; 360,000 compounds, 0.18% hits; note: potency is the fitted concentration of half-maximal effect; % is set by controls: 0 for no effect and ±100 for the full control effect; nearly all actives have a fitted effect of over 45% in size; many of its hits are not listed in these tables
Target sequence (Q8WZA2 whole entry, looked up): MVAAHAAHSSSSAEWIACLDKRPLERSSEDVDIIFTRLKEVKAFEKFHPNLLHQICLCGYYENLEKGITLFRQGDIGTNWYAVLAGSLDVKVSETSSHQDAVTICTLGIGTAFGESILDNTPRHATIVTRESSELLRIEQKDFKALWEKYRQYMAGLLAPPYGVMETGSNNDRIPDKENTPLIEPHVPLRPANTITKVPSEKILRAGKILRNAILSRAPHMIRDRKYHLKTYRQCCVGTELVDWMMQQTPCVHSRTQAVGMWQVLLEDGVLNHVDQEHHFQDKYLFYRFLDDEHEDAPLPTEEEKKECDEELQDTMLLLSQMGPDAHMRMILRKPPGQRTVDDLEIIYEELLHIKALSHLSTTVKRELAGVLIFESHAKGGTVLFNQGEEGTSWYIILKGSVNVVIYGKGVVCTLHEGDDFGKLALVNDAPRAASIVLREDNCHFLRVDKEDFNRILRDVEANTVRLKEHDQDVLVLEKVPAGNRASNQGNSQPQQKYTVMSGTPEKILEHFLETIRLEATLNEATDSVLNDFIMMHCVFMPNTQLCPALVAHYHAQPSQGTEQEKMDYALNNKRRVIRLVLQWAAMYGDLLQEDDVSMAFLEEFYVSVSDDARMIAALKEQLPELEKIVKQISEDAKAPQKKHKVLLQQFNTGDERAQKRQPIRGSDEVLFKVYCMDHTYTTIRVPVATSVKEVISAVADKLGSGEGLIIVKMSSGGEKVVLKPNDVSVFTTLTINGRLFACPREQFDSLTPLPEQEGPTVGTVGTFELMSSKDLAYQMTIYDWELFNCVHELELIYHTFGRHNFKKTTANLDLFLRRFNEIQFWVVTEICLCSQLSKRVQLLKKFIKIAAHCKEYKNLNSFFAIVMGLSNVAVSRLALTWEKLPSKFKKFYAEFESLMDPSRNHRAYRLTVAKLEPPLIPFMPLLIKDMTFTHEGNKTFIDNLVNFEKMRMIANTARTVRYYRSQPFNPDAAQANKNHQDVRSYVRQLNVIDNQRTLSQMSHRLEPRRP
TGFb SMAD3 inh = qHTS for Inhibitors of TGF-b; HepG2 CAGA-GFP TGF-b/SMAD3 reporter, GFP fluorescence, 18 h; TGF-beta stimulated, 500 pg/mL final; Potency, µM (doses to about 46.1 µM), without a hit: top-dose activity, negative = inhibition, usual class: inhibitors; 410,000 compounds, 1.2% hits; AID 588855, 2011; note: potency is the fitted concentration of half-maximal effect; % is set by controls: 0 for no effect and ±100 for the full control effect; nearly all actives have a fitted effect of over 65% in size
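Inhibition was scored as loss of TGF-beta-induced (500 pg/mL final, 18 hours, 37 degrees C) GFP in HEPG2 cells carrying a CAGA-GFP reporter, in DMEM with 1% FBS. Well GFP was summed per cell; Activity was normalised to unstimulated and stimulated DMSO wells, then concentration-response fitting.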
pAkt inh = HTS Assay for Inhibitors of Akt Phophorylation: Primary Screen; Neuro2A IGF-stimulated pAkt S473 HTRF, 20 min; stronger effect = lower value; activity change, % for hits at 50 µM; 360,000 compounds, 0.32% hits; in the data active = activity change below about -80%; inconclusive = mostly about -51% to -80%; note: % is set by controls: 0 for no effect and ±100 for the full control effect
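Neuro2A cells (4,500/well, DMEM with 0.5% FBS) were treated with compound at a single 50 µM final concentration, stimulated with 6 nM IGF for 20 min at 37 °C, and lysed. Phospho-Akt Ser473 was read by HTRF as 665/615 ratio ×10^4.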
Nrf2 inh = Nrf2 qHTS screen for inhibitors; A549 ARE-Fluc reporter, luciferase luminescence, 18-24 h; Potency, µM (doses to about 46 µM), for inactives: at the highest dose activity change, negative = inhibition, actives largely listed as inhibitors; 360,000 compounds, 2.1% hits; note: potency is the fitted concentration of half-maximal effect; % is set by controls: 0 for no effect and ±100 for the full control effect; nearly all actives have a fitted effect of over 60% in size
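Reporter: ARE-Fluc in A549. Exposure: 18-24 h, 37 °C, 5% CO2, 5% FBS OPTI-MEM. Readouts: fluorescent cytotoxicity (CellTiter-Fluor), then luminescent Nrf2 signal after BugLite.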
Mm-Cpn inhibitor = Inhibitors of TCP-1 ring complex (TRiC) of Methanococcus maripaludis (MmCpn): qHTS; purified Mm-Cpn ATPase, ADP Transcreener TR-FRET; Potency, µM (series often up to 76.9 µM), for inactives: top-dose activity, negative = inhibition, usual class: inhibitors; 330,000 compounds, 0.031% hits; AID 504842, 2011; note: potency is the fitted concentration of half-maximal effect; % is set by controls: 0 for no effect and ±100 for the full control effect; nearly all actives have a fitted effect of over 80% in size
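Purified archaeal chaperonin (25 nM final) was preincubated with compound for 10 min at 37°C, then ATP (10 uM final) was added for 30 min at 37°C in Tris pH 7.4/KCl/MgCl2/DTT buffer. ADP was quantified by HTRF Transcreener TR-FRET.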
EPAC2 ag = qHTS for Agonist of cAMP-regulated guanine nucleotide exchange factor 4 (EPAC2): primary screen. Potency, µM (series often up to 154 µM), for the others: at the highest dose activation, actives largely listed as activators. AID 720711, 2013. Rap guanine nucleotide exchange factor 4 (Homo sapiens), Q8WZA2. EPAC2 activation, biochemical qHTS; response scale: 100% = 6.5 mM cAMP response. 360,000 compounds, 0.079% hits; note: potency is the fitted concentration of half-maximal effect; nearly all actives have a fitted effect of over 50% in size
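Compounds were titrated in qHTS against a Rap1B-BODIPY-GDP (250 nM) complex with EPAC2 (100 nM) and GDP (50 uM). BODIPY-GDP release tracked at 480/540 nm over 30 min at room temperature, normalized to 6.5 mM cAMP.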
Nrf2 activator = qHTS of Nrf2 Activators. Potency, µM (doses to about 46.1 µM), for the others: at the top dose activation, hits mostly activators. 410,000 compounds, 0.31% hits. AREc32 ARE-luciferase reporter (MCF7-derived line), luminescence, 24 h; note: potency is the fitted concentration of half-maximal effect; % of control where 0% means no effect; nearly all actives have a fitted effect of over 65% in size
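Luminescent ARE reporter assay in AREc32_Fluc cells: overnight plating at 37 deg C, 24 hr compound incubation, Steady-Glo added, 30 min RT before reading.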
* hit, by the source's call; i = inactive; ? = inconclusive; / = no result given; & = joins results of further samples; [ ] = remark or other dose. Unless noted, calls come from the whole dose curve; as a rule, active = well fitted curve in the direction sought with a large enough effect; inconclusive = small, poorly fitted or top-dose-only effect, or another doubt; inactive = no such curve, though single readings can be large; an effect the other way counts as inactive or inconclusive. Some of the compounds tested, so the mix of outcomes need not match the whole.

Below each compound: Nrf2 activator, TGFb SMAD3 inh, EPAC2 antagonist, Nrf2 inh, Mm-Cpn inhibitor, EPAC2 ag, A549 viability, CCT modulator, pAkt inh
- COc1cccc(CNC(=O)c2ccc3c(c2)c(C)c(C)n3Cc2ccccc2)c1OC
  5.9%, 0%, /, -18%, /, /, -1%, /, /
- CCN(C(=O)COC(=O)CNC(=O)c1sc2ccccc2c1Cl)C1CCCCC1
  -0.6%, 5%, 5%, 9%, -14%, 12%, -2%, 0.0, i
- CC(C)CN1CCC(=O)N(CCOc2ccccc2)CC1
  0.6%, -4%&6%, 8%, ?, 1%, 3%, 4%, -3.1, i
- Clc1ccsc1-c1csc(-c2cccnc2)n1
  2.2µM*, 3%, -4%, /, -6%, 2%, ?, -6.4, i
- CCN(CC)CCOc1nnc(-c2ccc(OC)cc2)c2ccccc12
  -0.4%, -18%, 7%, 10%, 1%, 7%, 1%, 0.0, i
- Cc1ccc(C)c(N2CCN(C(=O)c3cccn3-c3nnc(N4CCCCC4)s3)CC2)c1
  -0.5%, ?, /, -19%, /, /, 11%, /, /
- CCN(CC)C(=O)c1cc(-c2ccc3c(c2)OCO3)on1
  0.9%, -2%, -3%, ?, -1%, 4%, 16%, 0.8, i
- Oc1ccc(N=Cc2sc3ccccc3c2Cl)cc1
  30%, ?, 9%, 17%, -4%, 14%, -4%, 1.3, i
- CCOCCCNC(=O)c1cc(C)nn1-c1ccccc1
  -0.9%, -1%, -1%, -3%, -1%, 9%, 0%, 1.7, i
- COc1ccccc1C(=O)N1c2ccccc2C(C)(c2ccc(Cl)cc2)CC1(C)C (configuration not stated)
  -0.6%, ?, /, ?, /, /, 2%, /, /
- O=C(CSc1oc(-c2ccco2)nc1S(=O)(=O)c1ccc(Cl)cc1)Nc1ccc(F)cc1
  -0.1%, -16%, /, 7%[9.27 µM], /, /, 4%, /, /
- O=C(CCNS(=O)(=O)c1ccc(Cl)cc1)OCC(=O)N1CCN(C(=O)c2ccco2)CC1
  -0.3%, 0%, 17%, -13%, -2%, 2%, -8%, -0.5, i
- CCC(C(=O)NCc1ccccc1)n1nc(C)c2sc3ccccc3c2c1=O (configuration not stated)
  2.9%, 3%, /, ?, /, /, -10%, /, /
- Cc1cnc(C(=O)OCC(=O)c2c(N)n(CC(C)C)c(=O)n(C)c2=O)cn1
  -0.1%, 1%, 0%, -19%, -2%, 3%, 0%, -21, i
- Cc1ccn2c(NC(C)(C)C)c(-c3cccs3)nc2c1
  4.3%, -19%, -12%, -8%, -3%, 4%, -5%, -0.8, i
- Cc1ccc(NC(=O)CSc2nnc(-c3ccc(S(=O)(=O)N4CCCC4)cc3)o2)cc1C
  -0.4%, 19%, 11%, ?, -3%, 1%, -19%, 0.2, i
- C=C(C)Cn1c(SCC(=O)N/N=C/c2ccccc2OCC(=O)O)nnc1-c1ccc(Br)cc1
  -0.3%, -9%, ?, -14%, -1%, 8%, 1%, -0.3, i
- CCOC(=O)Cc1csc(NC(=S)NC(=O)c2ccccc2Br)n1
  -1.2%, 10%, -3%, 7%, -3%, 9%, 0%, 0.1, i
- CN(Cc1ccco1)C(=O)Cn1ncc2c([nH]c3ccccc32)c1=O
  11%, -14%, 0%, -27%, -23%, 14%, ?, -2.2, /
- CCc1cccc2c(/C=N/NC(=O)c3cccc(S(=O)(=O)Nc4ccccc4Cl)c3)c[nH]c12
  2.4%, -23%, 4%, -24%, -2%, -2%, -2%, -1.8, i
- COC(=O)c1csc(S(=O)(=O)N2CCOCC2)c1OC
  0.0%, 13%, 4%, 1%, 1%, 3%, 0%, -2.5, i
- CCn1c(=O)sc2cc(NC(=O)c3cccc(OC)c3)ccc21
  5.5%, 21%, /, -21%, /, /, 0%, /, /
- COC(=O)c1sccc1NC(=O)c1ccccc1F
  ?, -1%, 2%, 2%, -6%, 7%, -5%, -1.4, i
- CCc1ccccc1NC(=O)C1CCCN(C(=O)c2cnn(-c3ccccc3)c2-n2cccc2)C1 (configuration not stated)
  3.3%, ?, /, -25%, /, /, 0%, /, /
- COc1ccc(C(=O)Nc2cc(C)nn2-c2cccc(F)c2)cc1
  0.7%, 1%, 12%, 16%, 1%, 0%, -15%, 0.5, i
- COc1nc(NC(C)(C)C)nc(Oc2ccc(=O)n(C)n2)n1
  0.2%, 0%, 7%, 2%, 0%, 4%, -6%, -0.3, i
- O=S(=O)(NCCSc1ccc(Cl)cc1)c1ccc2c(c1)OCCO2
  2.4%, -26%, 8%, -13%, 0%, 13%, 1%, 1.5, i
- O=C(Nc1ccc(Cl)cc1C(=O)O)c1ccc2c(c1)C(=O)N(Cc1ccco1)C2=O
  0.1%, 3%, ?, 21%, -1%, 1%, 5%, 1.3, i
- COC(=O)c1ccc(N2C(=O)Cc3cc(OC)c(OC)cc3C2c2ccc(F)cc2)cc1 (configuration not stated)
  1.0%, -31%, /, -2%, /, /, 0%, /, /
- CCCN1C(=O)C2C(C(=O)Nc3cccc(OC)c3)C3C=CC2(O3)C1C(=O)NC1CCCCC1 (configuration not stated)
  3.5%, 0%, -3%, 2%, 1%, 0%, -2%, -0.1, i

(cont.)
Below each compound: Nrf2 activator, TGFb SMAD3 inh, EPAC2 antagonist, Nrf2 inh, Mm-Cpn inhibitor, EPAC2 ag, A549 viability, CCT modulator, pAkt inh
- O=C(c1cccs1)N1CCN(S(=O)(=O)N2CCCCC2)CC1
  -0.9%, 7%, 3%, 22%, 3%, 19%, 0%, 0.5, i
- O=S(=O)(c1ccc2c(c1)N(Cc1ccc(Cl)cc1)C1CCCN21)N1CCOCC1 (configuration not stated)
  2.2%, 13%, -6%, /, -2%, 5%, 9%, -5.7, i
- CCN(CC)S(=O)(=O)c1ccc(N2CCCC2)c(C(=O)OCC(=O)N2CCCC2)c1
  0.1%, -9%, 3%, 12%, 1%, 3%, -2%, -1.1, i
- COc1ccc(C(=O)OCC(=O)NCCCc2ccccc2)c(OC)c1
  -0.4%, ?, -7%, 15%, 1%, 7%, 0%, -0.8, i
- O=C(O)C1(P(=O)(c2ccc(Cl)cc2)c2ccc(Cl)cc2)CC1
  -0.8%[9.22 µM], 3%, -8%, 4%, 2%, 3%, 0%, -4.4, i
- Cc1ccc(OCCCC(=O)ON=C(N)c2ccccc2C)cc1
  0.4%, 0%, -5%, 19%, 0%, 11%, 1%, -1.3, i
- COc1cc(-c2nc3c4ccccc4nc(=S)n3[nH]2)cc(OC)c1OC
  -0.3%, 0%, 0%, ?, 1%, -5%, 0%, -37*, i
- Cc1nnsc1-c1nnc(SCC(=O)c2ccc(F)cc2)n1C1CC1
  3.0%, 10%, -1%, -5%, -2%, 7%, 2%, -3.0, i
- CC(C)NC(=S)N/N=C1\CCCCC1C1CCCCC1 (configuration not stated)
  -0.7%, ?, 6%, ?, 1%, -1%, -30%, 0.8, i
- CC(C)(C)NC(=O)CN(C(=O)C(=O)Nc1ccc2c(c1)OCCO2)C1CCCC1
  1.8%, 5%, 3%, 15%, -2%, 2%, 5%, -0.7, i
- COc1ccc(CN(C)C[C@@H]2OCc3cnnn3CCCC(=O)N([C@H](C)CO)C[C@H]2C)cc1
  0.5%, ?, -3%, /, /, 5%, /, -3.1, i
- CCN(CC)C(=O)Cn1cc(C(=O)C(=O)Nc2ccc3c(c2)OCO3)c2ccccc21
  0.5%, -10%, 10%, /, /, 6%, /, 0.6, i
- CCc1ccc(/C=C2\SC(=S)N(CCCC(=O)N3CCN(C)CC3)C2=O)cc1
  4.1%, ?, 8%, /, /, 8%, /, 0.4, i
- CN(C(=S)NC(=O)CCCOc1ccc(Cl)cc1Cl)c1ccccc1
  1.9%, -25%, -3%, 11%, 0%, -2%, 22%, -2.6, i
- COc1ccc(S(=O)(=O)N2CCN(C(=O)NC3CCCCC3)CC2)cc1OC
  -0.2%, -5%, -4%, 1%, 1%, 5%, -10%, -2.4, -106%*
- CC(C)C[C@H](NC(=O)N1CCCCCC1)C(=O)O
  -1.4%, -1%, 1%, -18%, 0%, 3%, 3%, -2.9, i
- CCOC(=O)C1=C(COC(=O)c2cccc(NC(C)=O)c2)NC(=O)NC1C (configuration not stated)
  -0.1%, 16%, 2%, -12%, 0%, 3%, -7%, -1.8, i
- CCN(CC)S(=O)(=O)c1ccc(N(C)C)c(NC(=O)C2CCCC2)c1
  1.9%, -1%, 16%, -25%, 3%, 9%, 8%, -4.0, i
- CC1=Nc2cc(C(=O)NCCCN3CCN(C)CC3)ccc2Sc2ccc(C)cc21
  2.6%, ?, 15%, 1%, 1%, -2%, -5%, 1.0, i
- COc1ccc(NC(=O)C2C3C=CC(C3)C2C(=O)O)cc1 (configuration not stated)
  0.6%, 2%, 2%, 5%, 1%, 4%, 3%, -2.6, i
- CSc1ncc(C(=O)Nc2cccc(C)c2C)c(C)n1
  0.0%, 0%, -3%, -17%, 3%, 2%, 1%, 0.5, i
- CC1=CC(C)(C)Nc2ccc(Cc3ccc4c(c3)C(C)=CC(C)(C)N4)cc21
  0.3%, ?, -12%, ?, 2%, 2%, -1%, -0.5, i
- CCn1c(=O)c2sccc2n2c(CCC(=O)N3CCN(c4ccc(C(C)=O)cc4)CC3)nnc12
  0.2%, 4%, /, -7%, /, /, -5%, /, /
